# MITF TRPM1 HTS: activators of MITF-driven TRPM1 promoter activity in SK-MEL-5 cells. SK-MEL-5 TRPM1-promoter luciferase, 24 h; % of positive control, neutral wells = 0. activation, % at 12.5 µM. hit rate 0.75% among 300,000. AID 588334;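 active = mean activation of at least 80% with every replicate also reaching 80%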;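 note: 0% = neutral control wells and 100% = parthenolide positive control wells; values of inactives mirror those of a sister screen read the other way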
# dFosB activator: mouse delta FosB homodimer activation; purified delta FosB, TAMRA-CDK5 oligo fluorescence polarization; percent of positive-control signal above neutral wells; activation, % at 25 µM; P13346; hit rate 0.99% among 340,000;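 active = mean activation above about 17%, with every replicate also reaching it, limit read from the data, passing the limit was not always enough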;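 note: fluorescence polarization rise as delta FosB binds a TAMRA Cdk5 AP-1 oligo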
# Pemphigus Ab inh: blocks pemphigus antibody binding to human desmoglein-3; DSG3-coupled beads, scFv-anti-DSG3-GFP binding, flow cytometry; stronger effect = lower value; binding (percent of control), % at 10 µM; P32926; hit rate 0.48% among 310,000;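 active = binding more than 3 SD below its plate's average and above zero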; note: some compounds called inactive have numbers as strong as hits
# PKA-R1A activ: activators of PKA-R1A complex. PKA-R1A dissociation, Cy5-IP20 fluorescence polarization; scaled: DMSO 0%, 113 µM cGMP 100%. activation, % at 11.4 µM. hit rate 0.083% among 340,000. AID 504707;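 active = percent activation above the mean of all tested compounds plus 3 SD, cut at about 19% in these data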;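 note: higher means more PKAc released from R1A so a rise in polarization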
# CDK5 p35 inh: inhibitors of human CDK5/p35 kinase. Recombinant CDK5/p35, ADP-Glo luminescence, 60 min. Q00535+Q15078. hit rate 0.01% among 330,000. AID 488839. inhibition, % at 10 µM;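 active = highest replicate inhibition of at least 50% and at least 75% of replicates reaching 50%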;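 note: plate controls were DMSO neutral control for no effect and GW8510 at 10 µM for full effect; many of its hits are not listed in these tables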
# Target sequence (Q00535 whole entry, looked up): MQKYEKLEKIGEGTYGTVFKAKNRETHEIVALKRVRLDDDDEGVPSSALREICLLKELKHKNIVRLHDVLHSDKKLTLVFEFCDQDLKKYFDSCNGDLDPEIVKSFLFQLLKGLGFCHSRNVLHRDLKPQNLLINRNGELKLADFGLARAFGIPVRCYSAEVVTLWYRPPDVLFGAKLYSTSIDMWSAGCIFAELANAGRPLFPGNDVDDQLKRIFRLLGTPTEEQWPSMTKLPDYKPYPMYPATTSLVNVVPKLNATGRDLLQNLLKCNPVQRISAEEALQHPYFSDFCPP
# Target sequence (Q15078 whole entry, looked up): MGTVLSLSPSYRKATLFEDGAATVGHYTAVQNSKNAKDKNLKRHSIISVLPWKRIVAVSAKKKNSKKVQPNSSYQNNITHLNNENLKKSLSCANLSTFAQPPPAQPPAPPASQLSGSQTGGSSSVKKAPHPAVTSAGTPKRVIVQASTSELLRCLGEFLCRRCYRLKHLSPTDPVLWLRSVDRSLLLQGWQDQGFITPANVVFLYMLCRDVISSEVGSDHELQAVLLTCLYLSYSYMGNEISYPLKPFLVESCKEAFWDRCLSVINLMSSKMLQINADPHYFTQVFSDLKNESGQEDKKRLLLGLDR
# NSD2 inh: NSD2 (human) methyltransferase inhibition | O96028 | NSD2 peptide methylation, AlphaScreen, 120 min | inhibition, % at 12.5 µM | hit rate 0.54% among 310,000; in the data active = inhibition above about 50%
# Arrestin-AP2 inh: blocks beta-arrestin peptide binding to AP2 adaptin; FITC-arrestin peptide / GST-AP2 beads, flow cytometry; AP2 beta2 appendage carries R879A mutation; inhibition, % at 10 µM; hit rate 0.31% among 340,000; AID 504490;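 active = inhibition above a set limit, near 3 SD of compounds lacking own fluorescence, cut at about 54% in these data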;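 note: plate controls were DMSO wells for no effect and 5 µM unlabelled arrestin peptide for full effect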
#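 System: GST-tagged AP2 beta2-adaptin appendage (R879A) on 4 µm glutathione beads / Reagent: FITC-arrestin peptide, 50 nM / Detection: HyperCyt-sampled flow cytometry, FL1 channel, ex 488/em 535 nm / Timing: 12 min plus 1 h, RT / Buffer or medium: PBS plus Tween 20 (0.05%) and BSA (0.1%)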
# PKA-R2B activ: PKA-R2B complex activation | hit rate 0.079% among 340,000 | PKA-R2B holoenzyme dissociation, Cy5-IP20 fluorescence polarization; R2B truncated from residue 108, S112A mutant; 0% DMSO only, 100% 113 µM cGMP | AID 504700 | activation, % at 11.4 µM;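 active = activation above a cutoff set at the mean over all compounds plus 3 SD, cut at about 18% in these data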;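 note: higher means more holoenzyme dissociation and a rise in polarization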
# Target sequence (P31323 whole entry, looked up, other chains not shown, the tested form may be a part): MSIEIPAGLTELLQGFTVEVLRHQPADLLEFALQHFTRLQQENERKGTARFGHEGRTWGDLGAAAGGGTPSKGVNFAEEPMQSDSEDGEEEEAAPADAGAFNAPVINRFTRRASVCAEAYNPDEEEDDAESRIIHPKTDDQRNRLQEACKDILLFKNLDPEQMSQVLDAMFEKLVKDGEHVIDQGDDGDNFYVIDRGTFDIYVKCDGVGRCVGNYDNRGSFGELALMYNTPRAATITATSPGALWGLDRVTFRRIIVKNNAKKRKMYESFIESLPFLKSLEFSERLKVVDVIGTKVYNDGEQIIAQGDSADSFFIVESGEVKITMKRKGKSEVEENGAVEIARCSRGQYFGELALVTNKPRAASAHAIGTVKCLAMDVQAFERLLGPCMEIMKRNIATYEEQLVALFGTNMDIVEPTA
# SR-BI uptake up: activators of SR-BI mediated HDL lipid uptake; CHO ldlA[mSR-BI] cells, DiI-HDL uptake fluorescence, 3 h; 100 = double the neutral-control signal; activation, % at 12.5 µM; hit rate 0.096% among 320,000;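 active = mean replicate activation of at least 60% and every replicate at or above 60%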;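 note: 0% = median plate neutral-control signal and 100% = twice that signal; values of inactives mirror those of a sister screen read the other way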
#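 Test system: SR-BI-overexpressing, LDLR-lacking CHO cells. Measured by: DiI fluorescence, bottom read. Medium: Ham's F12 with 0.5% BSA, HEPES 25 mM, pH 7.4. Timing: 3 h uptake period with compound, 37 °C.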
# SR-BI DiI inh: inhibitors of mouse SR-BI mediated HDL lipid uptake | ldlA[mSR-BI] CHO cells, DiI-HDL uptake fluorescence, 3 h | hit rate 0.96% among 320,000 | inhibition, % at 12.5 µM;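 active = mean replicate inhibition of at least 70% and a set share of replicates each scoring 70 or more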;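 note: 0% = median of neutral control wells and 100% = median of positive control wells; values of inactives mirror those of a sister screen read the other way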
# Mot1-301 SUMO: blocks SUMOylation pathway, rescuing yeast Mot1-301 growth; growth rescue, % at 18.8 µM; S. cerevisiae Mot1-301 growth rescue, ATP luminescence, 38.5C; percent above DMSO median, 100 means doubled; hit rate 1% among 320,000;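 active = every valid replicate shows activation above 250% relative to neutral control wells; inactive = the rest, any valid replicate at or below 250%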;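 note: OY570 slx delta 5 strain wells were the positive control but not used for scaling; some compounds called inactive have numbers as strong as hits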
# * hit, by the source's call; . = not tested or not shown.
CDK5 p35 inh | dFosB activator | Arrestin-AP2 inh | PKA-R2B activ | NSD2 inh | MITF TRPM1 HTS | PKA-R1A activ | Mot1-301 SUMO | SR-BI uptake up | SR-BI DiI inh | Pemphigus Ab inh | SMILES
-0.1 | -7.9 | -5.9 | -8.7 | 0.7 | . | -3.9 | 2.9 | 17.4 | -17.4 | 120.2 | CC1=NN(Cc2cc(C(C)(C)C)c(O)c(C(C)(C)C)c2)C(=O)C1
0.6 | 2.3 | 25.2 | -2.5 | 1.6 | 1.1 | -11.7 | 17.4 | 3.7 | -3.7 | 103.0 | CCC(=O)Nc1cc(SCCO)cc([N+](=O)[O-])c1
0.6 | -6.3 | 18.1 | -3.4 | -1.0 | -1.3 | 0.9 | -14.3 | -11.1 | 11.1 | 98.0 | COc1ccc(C2(C)NC(=O)N(CC(=O)Nc3ccc4c(c3)CCC4)C2=O)cc1OC (stereo not drawn)
1.7 | -8.6 | 3.9 | -10.8 | -0.2 | -7.3 | 3.0 | -23.1 | 11.6 | -11.6 | 93.8 | Cc1cc(C)cc(N(C)S(=O)(=O)c2nnc(NC(=O)C(C)C)s2)c1
2.4 | -2.5 | 30.5 | 4.5 | -0.5 | -51.5 | 0.1 | -3.3 | -0.2 | 0.2 | 93.9 | N=c1c2c(n(Cc3ccc(F)cc3)c3c1CCC3)CCC2
1.3 | -10.2 | -3.0 | -11.2 | -0.4 | 5.7 | 9.1 | 17.8 | -15.4 | 15.4 | . | C/C(=N\NC(=O)c1ccc(Cl)cc1)c1cccc(NC(=O)C(C)C)c1
-1.3 | -3.2 | -1.2 | 8.3 | -2.3 | 19.8 | -1.1 | 12.5 | 18.4 | -18.4 | 102.1 | c1ccc2nc(N3CCOCC3)cnc2c1
-4.2 | -3.5 | 8.5 | -5.4 | -0.7 | -11.8 | 6.0 | . | -21.4 | 21.4 | 101.7 | Cc1ccc(C(=O)N2CCC(Cc3ccccc3)CC2)cc1S(=O)(=O)N1CCOCC1
2.7 | -7.5 | 5.7 | 0.1 | 0.4 | -4.7 | 2.7 | -2.6 | 28.8 | -28.8 | 99.6 | CC(C)N1C(=O)CCC1C(=O)NC1CCCC1 (stereo not drawn)
-0.7 | 0.5 | 7.2 | 0.1 | 0.8 | 9.0 | -5.4 | -0.9 | 10.5 | -10.5 | 97.2 | COc1ccc(CC(=O)NCC2CCCN(Cc3ccccc3OC)C2)cc1 (stereo not drawn)
-0.7 | -12.7 | 25.7 | -1.0 | -0.2 | 6.2 | 1.0 | -10.8 | -0.9 | 0.9 | 99.5 | COC(=O)C1=C(C)N(CCc2ccc(OC)c(OC)c2)C(=O)C1
-1.9 | -10.3 | 27.8 | 4.8 | 2.7 | 12.4 | 6.4 | -18.9 | . | . | 113.6 | Cc1cc(C(=O)NC2CCCc3ccccc32)ccc1[N+](=O)[O-] (stereo not drawn)
-0.2 | 26.7* | 6.0 | 6.0 | -1.5 | 1.6 | -9.4 | 3.1 | -3.2 | 3.2 | 98.8 | Cc1c(C(=O)Nc2ccc(S(N)(=O)=O)cc2)oc2ccc(Cl)cc12
1.6 | 8.0 | 2.2 | -7.4 | 6.2 | 9.0 | -8.2 | -7.6 | 8.5 | -8.5 | 96.1 | CCn1nc(C)c(CN2CCN(Cc3ccc(OC)c(C)c3C)C(CCO)C2)c1C (stereo not drawn)
0.1 | 2.9 | -7.5 | -8.9 | 1.6 | -11.1 | -4.3 | -15.3 | -0.2 | 0.2 | 110.2 | CCOc1ccc(Oc2ccc(Cl)cc2NC(=O)CCNC(C)=O)cc1
-4.0 | -1.1 | -0.7 | -10.1 | -4.5 | 16.5 | -10.7 | -22.8 | 9.1 | -9.2 | 111.1 | CC(C)(C)c1ccc(CN2C(=O)c3ccccc3S2(=O)=O)cc1
0.9 | 9.5 | 8.6 | 10.0 | -0.7 | -4.1 | 1.2 | 0.9 | -35.4 | 35.4 | . | O=C(CN1c2ccccc2Sc2ccccc21)NNC(=O)Nc1cccc(Cl)c1
-3.5 | 3.9 | -7.7 | 6.1 | -0.7 | . | -7.9 | 4.6 | -1.0 | 1.0 | . | O=C(/C=C\Nc1cccc(F)c1)c1ccc2c(c1)OCO2
-0.3 | -4.5 | -3.5 | 3.0 | -1.9 | -5.3 | -2.1 | 2.0 | 8.5 | -8.5 | 98.3 | CC(=O)N/C(=N/c1nc(C)cc(C)n1)Nc1cccc(C)c1C
2.6 | -1.8 | 5.0 | -5.2 | . | -1.7 | -16.4 | 2.2 | 1.4 | -8.9 | 103.5 | CCOC(=O)[C@H]1[C@H]2COc3ccc(Cl)cc3[C@@H]2N2C(=O)CN(Cc3ccc(OC)cc3)C(=O)[C@@]12C
-1.6 | -2.5 | 11.7 | 1.1 | -5.3 | 0.0 | 1.9 | 138.1 | . | . | 104.7 | O=C(NCc1ccccc1)C(c1ccccc1F)N(CC1CCCO1)C(=O)c1ccccn1 (stereo not drawn)
0.3 | -1.2 | 10.8 | 7.4 | . | 0.8 | 9.1 | 4.8 | 42.8 | -42.8 | 107.5 | COc1cc(O)c(C(CCN2CCN(c3ccccc3)CC2)c2cc(OC)c(OC)c(OC)c2)c(OC)c1 (stereo not drawn)
1.3 | 1.8 | 7.4 | -4.9 | -1.3 | 3.4 | 5.7 | -1.9 | 34.0 | -34.0 | 91.8 | CC(=O)N1CCN(S(=O)(=O)c2ccc(F)c(Cl)c2)CC1
0.9 | -6.7 | 54.4* | -12.2 | 2.4 | 0.1 | -9.2 | -11.7 | -77.4 | 77.4* | 96.7 | COc1cccc(NC(=O)c2cc(-c3ccc(C)o3)nc3ccccc23)c1
1.0 | -1.7 | -7.3 | 0.1 | 2.4 | -6.2 | -6.4 | -0.9 | 10.2 | -10.2 | 93.7 | Nc1ncncc1-c1ccc2ccccc2c1
-1.2 | 1.6 | 10.3 | -2.2 | 0.1 | 7.7 | -18.9 | 11.7 | 18.9 | -18.9 | 96.5 | O=c1c2c(-c3cccs3)csc2ncn1/N=C/c1ccc(OC(F)F)cc1
-0.2 | -3.3 | 15.4 | -3.1 | -11.1 | 25.8 | 4.0 | -5.6 | 13.1 | -13.1 | 88.2 | CCn1nc(NC(=O)C2CCCO2)c2cc3cc(C)ccc3nc21 (stereo not drawn)
1.9 | -6.1 | 1.2 | -6.9 | 3.8 | 27.8 | -5.5 | 7.7 | . | . | 100.1 | Fc1ccccc1/C=N/n1cc(-c2ccccc2)[nH]c1=S
1.3 | 0.6 | -0.3 | 2.4 | -1.7 | -7.2 | -0.3 | -22.9 | -6.4 | 6.4 | 68.0 | CCOC(=O)/C=c1\s/c(=C\c2ccc(C#N)cc2)c(=O)n1CC(=O)Nc1cccc(C)c1C
3.2 | -1.0 | 4.0 | -2.9 | 3.2 | . | -4.8 | 1.6 | 3.8 | -3.8 | . | CCOC(=O)c1nnc(-c2ccccc2)nc1NC
-0.1 | -12.9 | 37.9 | -8.4 | . | -22.5 | -8.0 | -12.4 | -13.9 | 13.9 | 112.7 | O=C(O)c1cn(C2CC2)c2cc(N3CCN(S(=O)(=O)c4ccc5c(c4)OCCO5)CC3)c(F)cc2c1=O
-1.3 | 8.4 | 3.5 | -10.8 | -3.2 | -9.0 | 0.1 | 27.2 | 11.2 | -11.2 | 104.0 | CC(C)C1N(C(=O)CN2CCCC2)CCN1S(=O)(=O)c1ccccc1 (stereo not drawn)
-1.4 | -1.9 | 3.6 | -2.7 | -0.4 | -0.2 | -7.1 | . | -6.4 | 6.4 | 101.1 | CSC1=NC2(CCCCC2)CC12C=CC(=O)C=C2
-0.4 | -11.9 | 11.5 | 5.0 | 9.2 | -15.3 | 0.1 | -7.3 | 2.8 | -2.8 | 100.2 | O=C(NC(=S)Nc1cccc2c(O)cccc12)c1ccco1
1.5 | -3.8 | 4.4 | -8.3 | 27.2 | 3.9 | -1.9 | -4.5 | 10.1 | -10.0 | 110.3 | C=CCN(C(=O)c1csnn1)C(C(=O)NCc1ccc(F)cc1)c1sccc1C (stereo not drawn)
3.5 | -5.7 | 1.1 | 6.0 | . | 8.3 | -0.5 | 1.1 | . | . | 86.5 | O=C(NC(=S)N1CCN(c2ccc(O)cc2)CC1)c1cccs1
-1.1 | -6.1 | -1.1 | -2.6 | -0.5 | 3.2 | 10.7 | 1.9 | -3.3 | 3.3 | 92.4 | CC(=O)Nc1ccc(NC(=O)C(C)OC(=O)CC23CC4CC(CC(Br)(C4)C2)C3)cc1 (stereo not drawn)
0.5 | -11.7 | 25.0 | -2.3 | 0.1 | -7.0 | -3.7 | . | -19.4 | 19.4 | 110.8 | COc1cc(OC)cc(C(=O)NCC(=O)OCC(=O)Nc2ccc3c(c2)OCO3)c1
1.0 | -17.4 | -8.1 | 1.2 | -2.5 | -18.5 | -9.0 | . | 7.6 | -7.6 | 112.9 | O=C(Nc1ccncc1)c1ccc(S(=O)(=O)Nc2ccccc2)cc1
-0.4 | -3.4 | -2.7 | 4.7 | 0.2 | 2.5 | -1.6 | -11.3 | -30.4 | 30.4 | 98.1 | O=C(CN1CCCCC1)Nc1nnc(-c2ccccc2)s1
0.3 | -14.5 | 0.5 | -6.8 | 48.1 | 0.3 | -9.2 | 0.2 | 24.1 | -24.1 | 97.0 | CCOC(=O)c1oc2cccc(OCC(O)CNC(C)C)c2c1C (stereo not drawn)
0.7 | -13.3 | -0.7 | -5.4 | 1.3 | -9.7 | -5.8 | 33.3 | -50.9 | 50.9 | 72.2 | Cc1cccc(-n2cc(-c3ccccc3)c3c(N4CCOCC4)ncnc32)c1
2.6 | -2.5 | -0.8 | 2.0 | -0.2 | -3.6 | -2.1 | 18.0 | 17.7 | -17.7 | 105.8 | COc1cccc(C(=O)OC(C)C(=O)Nc2ccc3c(c2)OCO3)c1 (stereo not drawn)
1.2 | -11.8 | 8.9 | -8.1 | -0.5 | -0.7 | 8.3 | 6.0 | -23.5 | 23.5 | 106.3 | CCC(C(=O)OCc1csc(CC(=O)Nc2ccccc2C)n1)c1ccccc1 (stereo not drawn)
